Tb MetRS inh: Trypanosoma brucei MetRS inhibition; purified T. brucei MetRS, ATP depletion, Kinase-Glo luminescence; inhibition, % at 11.9 µM; actives 0.4% (n = 360,000);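 active = inhibition above a per-plate cutoff of the control wells' mean inhibition plus 3 SD, cut at about 5.5% in these data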;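 note: 0% = DMSO wells median and 100% = median of wells with control inhibitor compound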
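assay system = parasite MetRS enzyme | timing = 15 min preincubation, 2 h reaction, all 25 °C | evaluation = percent inhibition relative to median high and low control wells | medium = HEPES buffer containing pyrophosphatase, BSA, spermine, DTT | compound = single dose, 11.9 µM final nominal, 0.9% final DMSO | detection = Kinase-Glo luminescence, ATP depletion format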
SUMO1-SIM PPI: SUMO1-SIM interaction modulation; AID 602429; inhibition, % at 20 µM; actives 0.33% (n = 360,000); P63165; SUMO1 binding to a labelled peptide, TR-FRET, 1 h; in the data active = inhibition above about 37%
Target sequence (P63165 whole entry, looked up): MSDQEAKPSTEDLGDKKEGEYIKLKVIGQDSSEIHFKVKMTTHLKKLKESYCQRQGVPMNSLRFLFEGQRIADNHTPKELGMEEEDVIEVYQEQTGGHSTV
MsrA act: activates bovine MsrA enzyme; purified bovine MsrA, absorbance read-out; activation, % at 10.6 µM; actives 0.3% (n = 360,000); AID 602163; in the data active = activation above about 7.5%;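 note: 0% = vehicle and 100% = reference activator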
NRP1-CendR mod: modulators of CendR peptide binding to human neuropilin-1; O14786; FAM-RPARPAR peptide binding to NRP-1, fluorescence polarization; inhibition, % at 25 µM; actives 0.85% (n = 360,000); AID 602438;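 active = inhibition or corrected inhibition above about 18%, plus a signal ratio from 0.5 to 1.5, limit read from the data, passing the limit was not always enough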; note: strong numbers were not always called active
eLon inh: inhibitors of E. coli Lon protease. purified E. coli Lon protease, fluorescence polarization. P0A9M0. inhibition, % at 7.94 µM. actives 0.42% (n = 360,000); in the data active = inhibition above about 13%, passing the limit was not always enough;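 note: 0% = enzyme with probe and DMSO and 100% = no enzyme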
STEP inh: STEP (human) phosphatase inhibition; inhibition, % at 20 µM; P54829; recombinant STEP, OMFP fluorogenic substrate, fluorescence; AID 588621; actives 0.25% (n = 360,000);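 active = inhibition at 20 µM, scaled per plate between control wells, above about 37%, limit read from the data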;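 note: 0% = DMSO with enzyme and substrate and 100% = substrate only without enzyme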
Target sequence (P54829 whole entry, looked up): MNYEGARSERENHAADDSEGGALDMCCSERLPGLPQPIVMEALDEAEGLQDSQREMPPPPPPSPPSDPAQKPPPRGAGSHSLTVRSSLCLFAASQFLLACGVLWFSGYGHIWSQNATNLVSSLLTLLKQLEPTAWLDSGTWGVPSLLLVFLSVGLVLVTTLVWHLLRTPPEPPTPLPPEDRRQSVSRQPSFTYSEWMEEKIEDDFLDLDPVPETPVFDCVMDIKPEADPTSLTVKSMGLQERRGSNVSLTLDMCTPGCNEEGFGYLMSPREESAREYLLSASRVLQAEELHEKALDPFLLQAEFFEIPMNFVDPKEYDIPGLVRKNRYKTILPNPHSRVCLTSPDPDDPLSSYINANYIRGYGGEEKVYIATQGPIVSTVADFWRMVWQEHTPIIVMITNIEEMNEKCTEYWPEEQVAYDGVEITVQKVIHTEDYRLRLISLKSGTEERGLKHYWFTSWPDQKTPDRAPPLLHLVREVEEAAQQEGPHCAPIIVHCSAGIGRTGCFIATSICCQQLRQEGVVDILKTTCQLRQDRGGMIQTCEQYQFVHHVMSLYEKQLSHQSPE
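System: isolated STEP enzyme; schedule: 20 min enzyme reaction at room temperature, protected from light; medium: Bis-Tris buffer pH 6.0, 2.5 mM DTT, 0.005% Tween 20; signal: fluorescence, 480/540 nm; dosing: single compound dose of 20 µM, 1% DMSO final; also added: OMFP substrate, 25 µM final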
LMPTP block: blocks human LMPTP phosphatase. recombinant LMPTP-A, OMFP fluorogenic substrate, fluorescence intensity. actives 0.22% (n = 360,000). AID 651560. P24666. inhibition, % at 20 µM;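 active = compounds that cut the enzyme signal by at least half of the control window in the single-dose screen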;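 note: plate controls were DMSO wells with enzyme plus substrate for no effect and substrate without enzyme for full effect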
Target sequence (P24666 whole entry, looked up): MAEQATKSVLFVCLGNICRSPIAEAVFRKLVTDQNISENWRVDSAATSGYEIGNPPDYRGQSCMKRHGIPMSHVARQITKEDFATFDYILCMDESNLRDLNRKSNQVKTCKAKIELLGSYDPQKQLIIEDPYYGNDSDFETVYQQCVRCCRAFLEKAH
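Test system: LMPTP-A phosphatase enzyme. Amount: LMPTP-A at 0.625 nM final in the reaction. Reagent: OMFP substrate, 400 µM final. Times: 50 min at room temperature. Signal: endpoint fluorescence intensity from OMFP dephosphorylation. Read-out basis: % inhibition. Benchmarks: no-enzyme and uninhibited controls.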
DNMT1 inh: DNMT1 (human) enzyme inhibition | P26358 | DNMT1 molecular beacon, Hinp1I cleavage, fluorescence | inhibition (reported as % activation of signal), % at 10 µM | actives 0.83% (n = 360,000); in the data active = inhibition above about 50%
Scp-1 inhibitor: Scp-1 (human) phosphatase inhibition. Q9GZU7. actives 0.88% (n = 340,000). inhibition, % at 20 µM. Recombinant Scp1, phosphopeptide, malachite green phosphate absorbance;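 active = inhibition above about 50% at 20 µM, limit read from the data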;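 note: plate controls were DMSO wells with enzyme for no effect and wells lacking enzyme for full effect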
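Assay system: SCP-1 catalytic fragment, aa 76-261 | Buffer or medium: Tris acetate buffer pH 5.5 with MgCl2 and Tween-20 | Compound: One concentration, 20 µM, with 1.0% DMSO | Also added: Phospho 17-mer peptide substrate | Signal: Absorbance at 630 nm | Incubation: 45 min enzyme reaction at room temperature | Measure: % inhibition of SCP-1 phosphate liberation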
MsrA inh: inhibitors of bovine MsrA | purified bovine MsrA, absorbance read-out | inhibition, % at 15.5 µM | actives 0.75% (n = 360,000); in the data active = inhibition above about 4.5%;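 note: 0% = vehicle wells with enzyme and 100% = reference inhibitor wells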
The depositor's hits bear a star; . = not tested or not shown.

| # | Tb MetRS inh | SUMO1-SIM PPI | MsrA act | NRP1-CendR mod | eLon inh | STEP inh | LMPTP block | DNMT1 inh | Scp-1 inhibitor | MsrA inh | structure |
| --- | --- | --- | --- | --- | --- | --- | --- | --- | --- | --- | --- |
| 1 | 0.1 | -6 | -9 | -42 | 9 | 3 | 59* | 2 | 5 | 0.5 | O=C(CN1CCN(S(=O)(=O)c2ccc(Br)cc2)CC1)c1ccc(O)c(O)c1 |
| 2 | 0.0 | 0 | -7 | 8 | -7 | 2 | -1.3 | -1 | -2 | 2.4 | Cc1ccccc1N1C(S)=C(C#N)C(=O)NC12CCCCC2 |
| 3 | -0.5 | 2 | -8 | -4 | -4 | -5 | -0.5 | 4 | 7 | 0.7 | NC(=O)NN=C1CC2CC1C1C=CCC21 (stereo not drawn) |
| 4 | -0.1 | -2 | -6 | 8 | -8 | 1 | -1.5 | -1 | -7 | 2.1 | CC(C)(C)S(=O)(=O)/C(C#N)=N/Nc1ccc(S(C)(=O)=O)cc1 |
| 5 | -1.1 | -1 | 2 | -11 | -2 | -1 | -0.8 | 3 | -1 | 1.1 | CCOC(=O)C1=C(N)OC2=C(C(=O)CCC2)C1c1ccco1 (stereo not drawn) |
| 6 | 0.3 | -1 | -2 | -4 | -1 | -2 | -1.3 | 3 | -7 | -0.9 | CCc1ccc(NC(=O)Cn2nc(C)n3cccc3c2=O)cc1 |
| 7 | -0.3 | 14 | -2 | -10 | 6 | 0 | 0.0 | -1 | -9 | -0.4 | Cc1ncc[nH]1 |
| 8 | 0.0 | 2 | -2 | -6 | -8 | -2 | -0.4 | 8 | . | -0.5 | Cc1ccc(C=C2C=C(c3ccccc3)OC2=O)cc1 |
| 9 | 0.8 | -4 | -3 | 0 | 5 | -6 | -3.6 | 4 | 5 | -1.0 | CCC1CCC(C(=O)NC(C(=O)NCCc2ccc(S(N)(=O)=O)cc2)C(C)C)CC1 (stereo not drawn) |
| 10 | -0.1 | -2 | -1 | -3 | 0 | 2 | -1.1 | 3 | -5 | 0.5 | CCC(C)CNC(=O)c1cccc(OC2CCN(CC(C)(C)C)CC2)c1 (stereo not drawn) |
| 11 | -0.1 | -1 | -4 | -45 | -20 | -1 | 6.1 | -4 | 7 | 0.1 | Cc1nnc(N2CCCC(C(=O)NCc3cccc(F)c3)C2)c2nn(-c3ccccc3)c(C)c12 (stereo not drawn) |
| 12 | -0.9 | -2 | -8 | 14 | -2 | -1 | -0.3 | 78* | -1 | 0.3 | Cc1ccccc1OCC(=O)NCCCNC(=O)c1ccncc1 |
| 13 | -0.4 | -4 | -3 | 2 | -2 | 4 | 3.0 | -2 | -7 | -0.9 | Oc1c(CN2CCN(c3ccccc3)CC2)cc(Br)c2cccnc12 |
| 14 | 0.6 | 5 | -3 | -4 | -6 | -3 | 1.5 | 1 | 0 | -1.4 | O=S(=O)(c1ccc(Cl)cc1)n1cnc2ccccc21 |
| 15 | -1.0 | -4 | 1 | -3 | 15* | -1 | 0.7 | -5 | -2 | 0.2 | Cc1ccc(-c2cc(C(=O)Nc3c(C)n(C)n(-c4ccccc4)c3=O)[nH]n2)c(O)c1 |
| 16 | -0.3 | 7 | -3 | 0 | -1 | 0 | -0.8 | -2 | -5 | 0.1 | CCCCn1cnc2c(SCCc3ccccc3)nc(N)nc21 |
| 17 | -0.5 | 8 | -2 | 2 | 3 | 2 | -0.3 | 1 | -6 | -0.9 | C#Cc1cccc(C(=O)N2CCCC(Nc3cccc(F)c3)C2)c1 (stereo not drawn) |
| 18 | -1.7 | 1 | -1 | 8 | 1 | -2 | -0.4 | -2 | -12 | -0.5 | CCCC(=O)O[C@@H]1C[C@@H](C)N(C(=O)c2ccccc2)c2ccc(C)cc21 |
| 19 | -0.7 | -1 | -3 | 8 | -8 | 0 | 2.4 | -1 | -5 | 0.9 | COc1ccc(OC)c(/C=C/C(=O)c2ccc3c(c2)OCCO3)c1 |
| 20 | 0.2 | -20 | -3 | 6 | -7 | 0 | -3.6 | 2 | -9 | -0.6 | COC(=O)c1cc(C(=O)Nn2cnnc2)cc([N+](=O)[O-])c1 |
| 21 | 0.2 | 10 | 4 | 7 | 8 | -2 | 0.3 | 37 | -10 | -0.3 | C[C@]12CC[C@H](O)CC1=CCC1C2CC[C@@]2(C)C1CCC21OCCO1 (stereo partly drawn) |
| 22 | 0.3 | 2 | -2 | 5 | -1 | -2 | 0.4 | 2 | -4 | 0.1 | N=c1n(CCCOc2ccc(F)cc2)c2ccccc2n1CC(N)=O |
| 23 | -0.6 | 0 | -3 | 3 | -3 | 5 | 19 | 30 | 22 | 3.5 | COc1ccc(Cl)c2c1[nH]c1nc(SCc3cccnc3)nnc12 |
| 24 | 1.6 | 1 | -5 | -6 | -5 | -3 | -0.5 | 1 | 3 | 0.0 | Cc1ccc(S(=O)(=O)Nc2ncnc3ccccc23)cc1 |
| 25 | -0.7 | 0 | -3 | -7 | -4 | 0 | 0.2 | -7 | -20 | 0.0 | COc1ccc(OCC(=O)Nc2sc3c(c2C(=O)NCC2CCCO2)CCC3)cc1 (stereo not drawn) |
| 26 | -0.5 | 1 | -3 | 4 | -2 | -1 | -3.2 | 3 | -4 | 0.8 | CCS(=O)(=O)N1CCC(NC(=O)c2ccco2)CC1 |

Compound profiles, as listed above.
CC(C)(C)S(=O)(=O)/C(C#N)=N/Nc1ccc(S(C)(=O)=O)cc1 is listed with Tb MetRS inh: -0.1; SUMO1-SIM PPI: -2; MsrA act: -6; NRP1-CendR mod: 8; eLon inh: -8; STEP inh: 1; LMPTP block: -1.5; DNMT1 inh: -1; Scp-1 inhibitor: -7; MsrA inh: 2.1
CCS(=O)(=O)N1CCC(NC(=O)c2ccco2)CC1 is listed with Tb MetRS inh: -0.5; SUMO1-SIM PPI: 1; MsrA act: -3; NRP1-CendR mod: 4; eLon inh: -2; STEP inh: -1; LMPTP block: -3.2; DNMT1 inh: 3; Scp-1 inhibitor: -4; MsrA inh: 0.8

Sorted by value in STEP inh (ascending): 7 of the compounds above
| # | Tb MetRS inh | SUMO1-SIM PPI | MsrA act | NRP1-CendR mod | eLon inh | STEP inh | LMPTP block | DNMT1 inh | Scp-1 inhibitor | MsrA inh | structure |
| --- | --- | --- | --- | --- | --- | --- | --- | --- | --- | --- | --- |
| 9 | 0.8 | -4 | -3 | 0 | 5 | -6 | -3.6 | 4 | 5 | -1.0 | CCC1CCC(C(=O)NC(C(=O)NCCc2ccc(S(N)(=O)=O)cc2)C(C)C)CC1 (stereo not drawn) |
| 3 | -0.5 | 2 | -8 | -4 | -4 | -5 | -0.5 | 4 | 7 | 0.7 | NC(=O)NN=C1CC2CC1C1C=CCC21 (stereo not drawn) |
| 22 | 0.3 | 2 | -2 | 5 | -1 | -2 | 0.4 | 2 | -4 | 0.1 | N=c1n(CCCOc2ccc(F)cc2)c2ccccc2n1CC(N)=O |
| 26 | -0.5 | 1 | -3 | 4 | -2 | -1 | -3.2 | 3 | -4 | 0.8 | CCS(=O)(=O)N1CCC(NC(=O)c2ccco2)CC1 |
| 20 | 0.2 | -20 | -3 | 6 | -7 | 0 | -3.6 | 2 | -9 | -0.6 | COC(=O)c1cc(C(=O)Nn2cnnc2)cc([N+](=O)[O-])c1 |
| 1 | 0.1 | -6 | -9 | -42 | 9 | 3 | 59* | 2 | 5 | 0.5 | O=C(CN1CCN(S(=O)(=O)c2ccc(Br)cc2)CC1)c1ccc(O)c(O)c1 |
| 23 | -0.6 | 0 | -3 | 3 | -3 | 5 | 19 | 30 | 22 | 3.5 | COc1ccc(Cl)c2c1[nH]c1nc(SCc3cccnc3)nnc12 |
